HIF-2a inh = blocks HIF-2a reporter activity. 786-0 RCC cells HIF-2a reporter, luciferase luminescence, overnight. inhibition, % at 18.8 µM. 360,000 compounds, 0.72% hits;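 active = inhibition of the luminescence signal of 40% or more relative to plate controls, in a single-dose primary screen at 18.75 µM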
MITF TRPM1 inh = MITF TRPM1 promoter inhibition in SK-MEL-5 cells; inhibition, % at 12.5 µM; AID 488899; SK-MEL-5 TRPM1 promoter luciferase, 24 h; 330,000 compounds, 0.83% hits;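 active = mean inhibition across replicates of 60% or more, whatever share of single replicates reaches that level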; also: values of inactives mirror those of a sister screen read the other way
aDG glyco up = alpha-DG glycosylation activation; 360,000 compounds, 0.22% hits; AID 624168; Pro5-aDG cells, alpha-DG glycosylation AlphaScreen (IIH6); 0% Pro5, 100% B10-LARGE cell signal; activation, % at 10 µM;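 active = activation of at least 8% versus controls, or a plate z-score of at least 8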;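 also: Pro5 are CHO cells carrying HIG-tagged alpha-DG that lacks glycosylation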
Peg3 prom inh = Peg3 promoter activity inhibition. HeLa PEG-Prom luciferase reporter, luminescence, overnight. inhibition, % at 20 µM. 360,000 compounds, 1.7% hits. AID 588405;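 active = inhibition of at least 50% at 20 µM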
NR2E3 ag-1 = activates human NR2E3 receptor. inhibition of corepressor binding, % at 3.98 µM. CHO-S Gal4-NCOR/VP16-NR2E3 two-hybrid, luciferase. AID 602229. 360,000 compounds, 0.35% hits;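 active = inhibition above the mean of all tested compounds plus 3 SD, cut at about 70% in these data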;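 also: 0% = DMSO with NR2E3 transfected cells and 100% = cells lacking NR2E3 construct; higher means lower luciferase signal from less NR2E3 corepressor binding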
Target sequence (Q9Y5X4 whole entry, looked up, the tested form may be a part): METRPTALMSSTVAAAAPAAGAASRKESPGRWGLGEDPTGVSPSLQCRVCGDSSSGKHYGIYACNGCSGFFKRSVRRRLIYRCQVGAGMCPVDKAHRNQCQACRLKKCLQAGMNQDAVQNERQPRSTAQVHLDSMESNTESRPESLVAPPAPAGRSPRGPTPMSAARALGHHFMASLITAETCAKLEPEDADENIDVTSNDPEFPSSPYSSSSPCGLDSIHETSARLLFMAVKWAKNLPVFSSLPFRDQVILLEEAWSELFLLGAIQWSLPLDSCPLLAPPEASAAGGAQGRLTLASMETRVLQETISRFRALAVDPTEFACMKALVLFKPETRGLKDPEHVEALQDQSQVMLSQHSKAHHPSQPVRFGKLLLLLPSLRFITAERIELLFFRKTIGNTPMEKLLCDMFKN
iPSC survival up = hiPSC single-cell survival enhancement. survival enhancement, % at 20 µM. ATPlite luminescence; 100% = ROCK inhibitor wells, 0% = DMSO. 360,000 compounds, 0.044% hits; in the data active = survival enhancement above about 18%;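 also: cells exposed to compounds for 16 hours before the ATP read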
KKLEB cytotox = reduces viability of KKLEB cystic fibrosis airway cells | KKLEB CF airway cells viability, ATPlite luminescence, overnight; hits give low values; cells stimulated with P. aeruginosa culture filtrate | AID 602141 | activity change (cytotoxicity), % at 5 µM | 360,000 compounds, 0.36% hits;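 active = corrected activity change at or below -50% at 5 µM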
Shn3 3UTR inh = reduces Shn3 3'UTR luciferase signal in osteoblasts. Clone20 osteoblast Shn3 3'UTR firefly luciferase, 24 h. inhibition, % at 12.5 µM. 360,000 compounds, 0.52% hits. AID 588674;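 active = mean inhibition of at least 75% with every replicate also reaching 75%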;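 also: 0% = median of neutral control wells and 100% = pilot-screen positive control compound; some compounds past the cut are filed as inactive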
TWEAK Fn14 block = blocks TWEAK-Fn14 interaction in a reporter cell assay. TWEAK-stimulated Fn14 reporter cells, luciferase luminescence, 8 h. inhibition, % at 10 µM. 360,000 compounds, 2% hits. AID 1159606; in the data active = inhibition above about 50%
NR2E3 ag-2 = agonists of human nuclear receptor NR2E3; 320,000 compounds, 0.12% hits; Q9Y5X4; GST-NR2E3/biotin-RetCOR TR-FRET, 1536-well; AID 2300; inhibition of corepressor binding, % at 4.78 µM;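 active = percent inhibition above the cutoff of mean plus 3 SD of all tested compounds, set per screening campaign, cut at about 20% in these data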;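 also: 0% = DMSO wells and 100% = biotin wells as full block of FRET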
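System: GST-tagged NR2E3 plus biotinylated RetCOR corepressor; Amount: 1.35 nM GST-tagged NR2E3 final; Dosing: single nominal compound dose of 4.8 µM; Schedule: 5 h incubation at 4 °C; Technique: TR-FRET with europium anti-GST and streptavidin-D2, 340 nm excitation; Controls: biotin wells as high control, 0.6% DMSO wells as low control.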
CF NFkB block = inhibitors of cystic fibrosis induced NF-kB; KKLEB NF-kB-GFP reporter, PAF-induced, GFP fluorescence overnight; inhibition, % at 5 µM; 360,000 compounds, 0.86% hits;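 active = at least 50% inhibition at 5 µM, scaled per plate between neutral and stimulator controls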;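 also: PAF is a Pseudomonas aeruginosa culture filtrate used as stimulus; plate controls were PAF-stimulated DMSO wells for no effect and unstimulated DMSO wells for full effect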
Starred values were filed as active, the others as inactive; nt = no result given.

Results follow in this order: HIF-2a inh, MITF TRPM1 inh, aDG glyco up, Peg3 prom inh, NR2E3 ag-1, iPSC survival up, KKLEB cytotox, Shn3 3UTR inh, TWEAK Fn14 block, NR2E3 ag-2, CF NFkB block
COc1ccc(N2CCN(CCCNC(=O)CN3C(=O)COc4ccccc43)CC2)cc1
 : 9, 8, -0.2, 0, 28, -0.6, 7, -10, 15, 0, -1
O=S(=O)(NCC1(N2CCOCC2)CCCCC1)c1ccc(F)c(F)c1F
 : 2, -17, 0.0, -2, -13, -0.4, -11, -7, 3, -1, -5
COc1cc(C(=O)Oc2cc(C)cc(C)c2)cc(OC)c1OC
 : 18, 4, 0.4, 17, -42, -1.0, 2, -9, 4, 2, 3
COc1ccc(NC(=O)CSc2nc(N)cc(N)n2)cc1S(=O)(=O)N1CCCCC1
 : -8, 1, -0.4, -5, 7, 0.5, -7, -13, -3, -2, 15
CCCCNC(=O)C1(C)CCN1C(=O)c1c(F)ccc(C)c1F (stereo not drawn)
 : 2, nt, -0.2, 0, -5, 2.7, 0, 7, 15, nt, 3
CCOC(=O)N1CCN(c2nc3ccc(C)cc3n3cnnc23)CC1
 : -40, -16, -0.1, -57, -6, 1.2, 5, -20, -17, nt, -10
O=C(NCC(=O)N(c1ccccc1F)C(C(=O)NC1CCCC1)c1ccncc1)c1ccco1 (stereo not drawn)
 : 5, 5, 0.0, 14, -1, -0.2, 11, -1, 10, 2, -6
CC(NCCc1ccc(O)cc1)C(O)c1ccc(O)cc1 (stereo not drawn)
 : 4, -10, -0.1, -18, -5, -0.7, 5, -10, -25, 0, -13
COc1cccc(NC(=O)COc2ccc(Br)c(C)c2)c1
 : -255, -8, 0.0, -150, -2, -0.2, -4, -8, -22, 4, 4
Oc1cccc(/C=N/Nc2cc(N3CCOCC3)nc(N3CCOCC3)n2)c1
 : 2, -19, -0.1, 6, 21, -2.2, -8, 29, -11, 0, 13
OC1c2c(F)cccc2N=C2CCCCN21 (stereo not drawn)
 : -10, nt, -0.2, -7, -5, 1.0, 5, -3, 5, nt, 17
CSc1nnc(-c2ccccc2)c(=O)[nH]1
 : 14, -1, 0.0, -19, 12, 0.2, 3, -7, -18, -5, 6
Cc1cc(C)cc(NC(=O)CN2CCN(C(=O)C3CCCO3)CC2)c1 (stereo not drawn)
 : 15, 10, 0.1, 4, 26, -0.2, 10, -2, 0, 3, -8
Cc1ccc2nc(-c3cccnc3)c(NC3CCCC3)n2c1
 : 11, -6, 0.7, -5, -3, -1.0, -18, 22, 6, 0, -12
Cc1onc(-c2ccccc2)c1C(=O)Nc1ccc(Cl)cn1
 : 16, 8, 0.1, 11, -6, 0.0, -6, 4, -2, -3, -11
C=CCn1c(SCC(=O)NCc2ccc3c(c2)OCO3)nnc1C1CCCCC1
 : 9, 11, 0.1, 6, -2, -2.3, -3, 1, -2, -1, 3
CC1=NNC(=O)C1CCC(=O)N/N=C/C=C/c1ccccc1 (stereo not drawn)
 : 16, -6, -0.3, 0, -10, 3.1, 17, -14, -11, 0, 3
COc1cc(/C=N/NC(=S)NC(C)C)ccc1OCC(=O)Nc1c(C)cc(C)cc1C
 : 20, 28, 0.2, 18, -8, -1.4, -4, 15, 38, -1, -12
Cc1ccccc1NC(=O)c1cccc(NC(=O)c2ccco2)c1
 : -13, 5, 0.0, -6, -18, 0.3, -16, 1, -5, 2, 23
Cn1c(/C=C/c2ccc([N+](=O)[O-])o2)nc2ccccc2c1=O
 : 75*, 85*, -0.6, 110*, 29, -4.7, -6, 96*, 28, -7, -11

Further compounds:
Results follow in this order: HIF-2a inh, MITF TRPM1 inh, aDG glyco up, Peg3 prom inh, NR2E3 ag-1, iPSC survival up, KKLEB cytotox, Shn3 3UTR inh, TWEAK Fn14 block, NR2E3 ag-2, CF NFkB block
CCn1c(SCC(=O)Nc2ccc3c(c2)OCCO3)nnc1-c1ccccn1
 : -46, -8, -0.1, -15, 7, 2.7, -20, 5, -20, 1, -3
O=C(CNS(=O)(=O)c1ccccc1)OCC(=O)c1ccccc1Cl
 : 4, -4, 0.3, 15, 0, -0.2, 3, -23, 2, 5, 17
Cc1c(NC(=O)c2csc3c2CCCC3)c(=O)n(-c2ccccc2)n1C
 : 8, -1, -0.1, 9, -7, 0.5, 0, -19, 18, -2, 3
CCc1cccc(Nc2c3c(nc4ncnn24)CCC3)c1
 : 20, 16, 1.4, 23, 5, -0.3, 2, -4, -11, 0, 12
Cc1ccc2c(CC(=O)NNC(=O)c3ccncc3)coc2c1
 : 12, 5, 0.0, 2, 3, 0.1, -6, -14, 13, 3, 6
CCc1cc(=O)oc2c3c(cc(OCC(=O)NCCC(=O)O)c12)OC(C)(C)CC3
 : 23, 6, 0.1, 10, 2, 0.0, -4, -5, 8, -1, -7
COc1ccccc1CNC(=O)C1CCC(CNc2c(N3CCCCC3)c(=O)c2=O)CC1 (stereo not drawn)
 : 16, 9, 0.0, 4, -23, 2.0, -6, -5, -3, 2, 6
O=C(CCC1CCN(Cc2ccc(C#CCCO)cc2)CC1)NC1CC1
 : 16, 6, 0.0, 6, -10, -0.8, -6, -16, 3, 2, -8
Cc1c(NS(=O)(=O)c2cc(C(=O)N(C)Cc3ccccc3)ccc2Cl)c(=O)n(-c2ccccc2)n1C
 : 8, -3, 0.1, 9, -12, -2.7, 10, 58, -17, nt, 16
CCCc1ccc(OCC(O)CN2CCc3ccccc3C2)cc1 (stereo not drawn)
 : 17, 5, 0.1, 17, -2, 0.1, 4, 26, -16, 0, 16
Cc1oc(-c2ccccc2F)nc1CS(=O)(=O)CC(=O)N1CCCCCC1
 : 6, 9, -0.2, 19, -7, -2.1, -3, 10, 3, 4, 9
Cc1cccn2c(=O)nc(SCC(=O)N3CCCCCC3)nc12
 : 10, 0, -0.1, 11, -43, 1.0, 17, -26, 9, 0, -4
COc1cccc(C(=O)/C=C/Nc2ccc(S(=O)(=O)Nc3cnc4ccccc4n3)cc2)c1
 : -1, 2, -0.2, -5, -60, -0.4, 6, -25, -17, 5, -20
COc1ccccc1NC(=O)CSc1nnc(COc2ccc(Cl)cc2)o1
 : 9, 2, -0.1, -6, -8, -0.6, 3, 13, 1, -15, 19
CC(C)CN(C(=O)COC(=O)c1cncc(Br)c1)c1c(N)n(Cc2ccccc2)c(=O)[nH]c1=O
 : 5, 9, -0.1, -10, -2, 0.4, 7, -13, 8, 2, -9
CC(=O)Nc1cccc(NC(=O)C2CCCN2C(=O)Nc2ccc(Cl)cc2)c1 (stereo not drawn)
 : 3, 4, 0.0, -9, 2, 4.6, 3, -12, 4, 5, -23
O=C(c1[nH]c(C(F)(F)F)nc1-c1ccccc1)N1CCc2ccccc2C1
 : 14, nt, 0.4, 3, 18, 2.7, -8, 16, -2, nt, -11
COc1cccc(-c2csc(N3CCN(CC(=O)NNC(=O)c4ccc(Br)cc4)CC3)n2)c1
 : -26, 9, 0.3, 2, 7, -1.5, -4, 9, -14, 1, -24
CCn1nc(NS(=O)(=O)c2ccc([N+](=O)[O-])cc2)c2cc3ccccc3nc21
 : 8, 14, -0.3, 2, 26, -0.6, -1, 1, -4, 0, -6
COc1cc(CNCc2ccco2)cc(OC)c1O
 : 19, 0, 0.0, 1, -12, 0.1, -9, -3, 5, 4, 15

Additional structures:
Results follow in this order: HIF-2a inh, MITF TRPM1 inh, aDG glyco up, Peg3 prom inh, NR2E3 ag-1, iPSC survival up, KKLEB cytotox, Shn3 3UTR inh, TWEAK Fn14 block, NR2E3 ag-2, CF NFkB block
Cc1ccc(NC(=O)Cc2nc(COC(=O)Cc3cccc(C(F)(F)F)c3)cs2)cc1
 : -96, -8, 0.9, -69, -18, -0.2, -1, -12, -3, nt, 0
Cc1ccccc1CN1CCN(S(=O)(=O)c2ccc(F)cc2)CC1
 : 21, 3, 0.1, 7, 10, -1.6, -22, 8, 10, -2, 11
Cc1ccc(C(=O)NN(C)c2nc3ccccc3nc2C(F)(F)F)cc1
 : 19, 18, 0.0, 12, -49, -0.2, -15, 18, 11, -1, 14
CN1/C(=C\C(=S)NC(=O)c2ccccc2Cl)C(C)(C)c2ccccc21
 : -29, 3, 1.5, -8, -2, -1.1, 8, 77, 22, 0, -4
COc1ccc(N2CCN(C(=O)c3ccc(OCc4c(C)noc4C)c(OC)c3)CC2)cc1
 : 6, -5, 0.0, 14, -14, 0.9, -3, 16, 15, 0, 3
CN(C)c1ccc(CNc2ncnc3sccc23)cc1
 : -1, 31, 2.0, 0, 99*, 0.4, 4, 80, 42, 0, 18
Nc1nonc1-c1nc2ccccc2n1CC(=O)N1CCCCC1
 : 8, 5, 0.3, -3, -36, 2.3, 5, 0, 5, 3, -11
O=C(CN(C(=O)Cn1nnc(-c2ccc(F)cc2)n1)c1cccc(F)c1)NC1CCCC1
 : 12, -1, -0.1, -91, -7, 0.2, 5, -5, -7, 3, 7
Cc1ccc(CN(CC(=O)NCCc2ccccc2)C(=O)c2csnn2)cc1
 : 4, -7, 0.0, 12, -8, -0.5, -4, 9, 31, 2, -22
COc1ccccc1OCc1nnc(SCC(N)=O)n1-c1ccccc1
 : 22, 4, 0.0, 7, -1, -0.3, 6, 4, 4, 1, -7
COc1ccc(CN2CCN(Cc3ccco3)CC2)c(OC)c1
 : -1, 4, 0.2, 4, -15, -0.2, 9, 4, 8, 0, -18
CC(C)Oc1ccc(C(=O)Nc2cccc(S(=O)(=O)N3CCCC3)c2)cc1
 : -66, -7, 0.4, -49, 25, 0.6, 15, 12, -6, nt, -35
COc1ccccc1/C=C/C1(C(=O)NC2CCCC2)CC(=O)N1c1ccc(C)cc1 (stereo not drawn)
 : 21, 4, -0.2, 41, -52, -1.2, -18, 0, 25, 2, 26

Shown in CSV form: entries from further up.
smiles,HIF-2a inh,MITF TRPM1 inh,aDG glyco up,Peg3 prom inh,NR2E3 ag-1,iPSC survival up,KKLEB cytotox,Shn3 3UTR inh,TWEAK Fn14 block,NR2E3 ag-2,CF NFkB block
Nc1nonc1-c1nc2ccccc2n1CC(=O)N1CCCCC1,8,5,0.3,-3,-36,2.3,5,0,5,3,-11
COc1ccc(N2CCN(C(=O)c3ccc(OCc4c(C)noc4C)c(OC)c3)CC2)cc1,6,-5,0.0,14,-14,0.9,-3,16,15,0,3

Bioassay records: PubChem BioAssay, several laboratories
